EPAC2 ag: EPAC2 (human) agonism; Q8WZA2; EPAC2 activation, biochemical qHTS; response scale: 100% = 6.5 mM cAMP response; Potency, µM (series often up to 154 µM), for inactives: at the highest dose activation, actives largely listed as activators; hit rate 0.079% among 360,000; further: potency means the concentration at half of the fitted maximal effect; nearly all actives have a fitted effect of over 50% in size
Target sequence (Q8WZA2 whole entry, looked up): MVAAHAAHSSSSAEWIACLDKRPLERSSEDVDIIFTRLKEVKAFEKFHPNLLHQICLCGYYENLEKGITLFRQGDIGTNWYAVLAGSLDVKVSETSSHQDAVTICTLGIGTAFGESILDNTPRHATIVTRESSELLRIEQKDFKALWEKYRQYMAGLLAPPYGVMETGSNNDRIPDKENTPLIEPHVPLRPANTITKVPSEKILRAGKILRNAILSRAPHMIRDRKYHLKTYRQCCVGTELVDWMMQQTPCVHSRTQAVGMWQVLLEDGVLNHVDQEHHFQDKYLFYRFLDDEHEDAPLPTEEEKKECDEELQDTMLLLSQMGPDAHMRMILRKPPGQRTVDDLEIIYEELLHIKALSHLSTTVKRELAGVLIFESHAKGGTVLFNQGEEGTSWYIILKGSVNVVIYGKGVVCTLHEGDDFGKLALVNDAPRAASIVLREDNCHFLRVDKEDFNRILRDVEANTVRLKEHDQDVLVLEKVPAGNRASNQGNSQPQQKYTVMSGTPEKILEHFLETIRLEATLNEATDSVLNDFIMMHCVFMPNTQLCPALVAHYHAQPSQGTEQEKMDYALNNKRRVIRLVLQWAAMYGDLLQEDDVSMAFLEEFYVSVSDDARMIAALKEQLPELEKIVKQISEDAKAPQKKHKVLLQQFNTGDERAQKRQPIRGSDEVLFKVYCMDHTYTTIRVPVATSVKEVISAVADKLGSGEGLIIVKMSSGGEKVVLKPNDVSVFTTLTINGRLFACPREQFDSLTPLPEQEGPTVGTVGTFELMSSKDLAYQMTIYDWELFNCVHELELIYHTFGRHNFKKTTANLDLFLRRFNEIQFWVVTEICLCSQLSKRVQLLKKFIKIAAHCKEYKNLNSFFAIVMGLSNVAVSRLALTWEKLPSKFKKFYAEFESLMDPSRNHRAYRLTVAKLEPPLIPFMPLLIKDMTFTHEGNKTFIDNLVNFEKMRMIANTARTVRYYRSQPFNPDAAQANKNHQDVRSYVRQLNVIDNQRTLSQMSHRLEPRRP
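EPAC2 (100 nM) mixed with Rap1B loaded with BODIPY-GDP (250 nM) plus 50 uM unlabeled GDP; compounds pinned in, 5 min RT, then read every 5 min for 30 min (ex 480, em 540 nm). Normalized to cAMP control.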
Mm-Cpn inhibitor: M. maripaludis TRiC chaperonin inhibition | purified Mm-Cpn ATPase, ADP Transcreener TR-FRET | Potency, µM (doses to about 76.9 µM), for the others: at the highest dose activity, negative = inhibition, hits mostly inhibitors | hit rate 0.031% among 330,000; further: potency means the concentration at half of the fitted maximal effect; on the % scale 0 is the no-effect control and ±100 the full control effect; nearly all actives have a fitted effect of over 80% in size
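ATPase read-out: TR-FRET ADP immunoassay (anti-ADP Eu cryptate vs ADP-d2), ex 320 nm, em 590/665 nm; signal drops as ADP forms. Enzyme 25 nM, ATP 10 uM, 30 min at 37°C after 10 min compound preincubation.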
A549 tox: kills or reduces viability of A549 cells in Nrf2 counter-screen. A549 ARE-Fluc cells, CellTiter-Fluor viability, 18-24 h. AID 504648. hit rate 0.16% among 390,000. Potency, µM (series often up to 46 µM), for inactives: top-dose activity change, negative = cytotoxicity, most hits filed as inhibitors; further: potency means the concentration at half of the fitted maximal effect; on the % scale 0 is the no-effect control and ±100 the full control effect
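A549 ARE_Fluc cells in 5% FBS OPTI-MEM were exposed to compounds in concentration-response for 18-24 h at 37 deg C. Viability was read by CellTiter-Fluor fluorescence (Ex 405/Em 525) after 30 min, before the luciferase read.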
Akt phos inh: Akt phosphorylation inhibition | Neuro2A IGF-stimulated pAkt S473 HTRF, 20 min; active compounds read low | AID 651550 | activity change, % for hits at 50 µM | hit rate 0.32% among 360,000; in the data active means activity change below about -80%; inconclusive means mostly about -51% to -80%; further: on the % scale 0 is the no-effect control and ±100 the full control effect
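Neuro2A cells (4,500/well, DMEM with 0.5% FBS) were treated with compound at a single 50 µM final concentration, stimulated with 6 nM IGF for 20 min at 37 °C, and lysed. Phospho-Akt Ser473 was read by HTRF as 665/615 ratio ×10^4.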
TGFb inhibitor: blocks TGF-b signaling | HepG2 CAGA-GFP TGF-b/SMAD3 reporter, GFP fluorescence, 18 h; TGF-beta stimulated, 500 pg/mL final | Potency, µM (titrated, usually from 46.1 µM), inactives show at the highest dose activity, negative = inhibition, most hits filed as inhibitors | hit rate 1.2% among 410,000 | AID 588855; further: potency means the concentration at half of the fitted maximal effect; on the % scale 0 is the no-effect control and ±100 the full control effect; nearly all actives have a fitted effect of over 65% in size
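Inhibition of TGF-beta-driven CAGA-GFP reporter expression in HEPG2 cells is measured by cellular GFP fluorescence after 18 h stimulation with 500 pg/mL recombinant TGF-beta in 1% FBS medium at 37 degrees C.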
Nrf2 activator: activators of Nrf2 (ARE) signaling; AREc32 ARE-luciferase reporter (MCF7-derived line), luminescence, 24 h; hit rate 0.31% among 410,000; Potency, µM (highest dose often 46.1 µM), for the others: at the highest dose activation, most hits filed as activators; AID 624171; further: potency means the concentration at half of the fitted maximal effect; % of control where 0% means no effect; nearly all actives have a fitted effect of over 65% in size
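Reporter line AREc32 (ARE-Fluc), seeded overnight in OPTI-MEM with 5% FBS; compound pin-transferred, 24 hr at 37 deg C, 5% CO2; luminescent read-out.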
CCT modulator: changes cytosolic chaperonin activity; hit rate 0.3% among 360,000; activity change, % (test concentration not listed), hits read low; purified chaperonin ATPase assay, HTRF ADP detection, 30 min; in the data active means activity change below about -30%; further: on the % scale 0 is the no-effect control and ±100 the full control effect
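Nucleotide hydrolysis assay: TRiC at 20–40 nM final (set by batch activity) with 10 uM ATP, 30 min at 37 °C, in presence of 76 uM compound. Detection by competitive ADP HTRF, 30 min ambient.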
Nrf2 block: inhibitors of Nrf2 signaling; Potency, µM (top dose mostly 46 µM), inactives show at the top dose activity change, negative = inhibition, actives largely listed as inhibitors; A549 ARE-Fluc reporter, luciferase luminescence, 18-24 h; hit rate 2.1% among 360,000; further: potency means the concentration at half of the fitted maximal effect; on the % scale 0 is the no-effect control and ±100 the full control effect; nearly all actives have a fitted effect of over 60% in size
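Concentration-response testing used A549 ARE_Fluc cells at 5000 cells/well. Following an 18-24 h compound incubation, viability was read by fluorescence (Ex 405/Em 525) and luciferase output by luminescence.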
EPAC2 antagonist: blocks human EPAC2 exchange factor; Q8WZA2; EPAC2 GEF exchange of Rap1B-BODIPY-GDP, fluorescence; Potency, µM (titrated, usually from 114 µM), without a hit: at the highest dose activity, negative = inhibition, usual class: inhibitors; hit rate 0.18% among 360,000; further: potency means the concentration at half of the fitted maximal effect; on the % scale 0 is the no-effect control and ±100 the full control effect; nearly all actives have a fitted effect of over 45% in size; many of its hits are not listed in these tables
Numbers without * were called inactive; i = inactive; ? = inconclusive; nt = not tested or not shown; [ ] = dose if it differs, or a comment. Unless noted, the call rests on the fitted dose curve; in most records, active means well fitted curve in the direction sought with a large enough effect; inconclusive means small, poorly fitted or top-dose-only effect, or another doubt; inactive means no such curve, though single readings can be large; an effect the other way counts as inactive or inconclusive.

SMILES	EPAC2 ag	Mm-Cpn inhibitor	A549 tox	Akt phos inh	TGFb inhibitor	Nrf2 activator	CCT modulator	Nrf2 block	EPAC2 antagonist
CCOC(=O)c1sc2nc(C)n(CC(=O)NCC3CCCO3)c(=O)c2c1C (stereo not given)	5%	-1%	-1%	i	-5%	-0.1%	-0.2	-8%	2%
CC(C(=O)Nc1ccc(O)cc1)c1cccc(C(=O)c2ccccc2)c1 (stereo not given)	4%	2%	-26%	i	-16%	3.1%	-0.4	9.2µM*	?
CCCC(=O)Oc1ccccc1C1SCc2cc(C)c(C)cc2CS1	2%	3%	-5%	i	-3%	0.6%	2.7	-19%	16%
O=C(NNc1ccccc1)Nc1cc(Cl)ccc1Cl	3%	nt	-4%	i	6%	4.6%	0.9	-1%	-8%
Cc1ccccc1OCC(=O)Nc1cccc(S(=O)(=O)NC2=NCCCCC2)c1	-1%	-8%	-8%	i	-10%	-0.5%	0.9	-12%	13%
COc1ccc(-c2nnc(NC(=O)c3ccc(F)cc3)o2)cc1	3%	0%	-7%	i	?	-0.7%	-0.3	?	-7%
COc1ccccc1NC(=S)N1CCN(Cc2ccc3c(c2)OCO3)CC1	3%	-2%	12%	i	5%	-0.7%	-1.9	2%	5%
CCOc1ccc(N2C(=O)CC(NC3CCN(C(=O)c4ccc(F)cc4)CC3)C2=O)cc1 (stereo not given)	1%	1%	-3%	i	0%	-0.2%	-6.4	13%	9%
Cc1ccc(C(=O)Cc2nc3ccccc3[nH]2)cc1	6%	-1%	2%	i	-5%	9.2%	-3.6	?	-10%
COc1ccc(N2C(=S)NC(C)(C)CC2(C)c2ccc(OC(C)=O)cc2OC(C)=O)cc1 (stereo not given)	-2%	0%	-13%	i	14%	0.0%	1.4	-2%	10%
Cc1cc2c(NC(=O)Nc3ccc(C(C)(C)C)cc3)cccc2nn1	10%	1%	-3%	i	-28%	9.9%	-1.4	?	-11%
COc1ccc(S(=O)(=O)N2CCCCC2)cc1NC(=O)CCNC(=O)c1ccc(Cl)cc1	5%	-1%	-6%	i	1%	0.3%	-1.2	?	4%
COc1ccc(C(=O)Nc2oc(-c3ccccc3)c(-c3ccccc3)c2C#N)cc1OC	5%	-10%	-6%	i	-4%	0.6%	-2.0	?	-1%
OCCNCc1cc(Br)ccc1OCc1ccc(Cl)cc1	7%	-1%	-15%	i	?	3.6%	0.9	?	1%
CCCCN1C(=S)NC[C@@H]1C(C)CC (stereo not given in full)	0%	nt	-2%	i	25%	-0.9%	-0.6	1%	1%
CCCCCn1cnc2sc(CC)cc2c1=O	-1%	3%	0%	i	-9%	3.4%	0.0	?	7%
O=C(NCc1ccc2c(c1)OCO2)C(=O)NCC1OCCN1S(=O)(=O)c1ccccc1 (stereo not given)	2%	nt	-13%	i	?	-0.4%	-1.2	-15%	10%
CCOC(=O)C1(CCCc2ccccc2)CCN(C(=O)c2cc(C)nc(C)n2)CC1	4%	2%	0%	i	4%	0.3%	-17	-8%	4%
CC(C)(C)NC(=O)c1cccc(NC(=O)CSc2ccccc2)c1	5%	-2%	-3%	i	-29%	-0.4%	-1.5	-11%	-8%
CCC(CC)c1nnc(NC(=O)CS(=O)(=O)c2ccccc2)s1	7%	0%	-3%	i	4%	-0.1%	1.0	6%	2%
CCC(C)[C@@H]1NC(=O)N(CCCN2CCCC2=O)C1=O (stereo not given in full)	11%	-3%	1%	i	5%	-1.2%	-11	-3%	3%
Cc1ccc(NC(=O)CCC(=O)N2CCOCC2)nc1	-3%	1%	3%	i	?	-0.1%	-2.1	12%	10%
CN(C)c1ccc(S(=O)(=O)c2ccc(Cl)cc2)cc1	-3%	-10%	-1%	i	2%	-0.9%	-1.8	-11%	26%
O=c1[nH]n(-c2cccc(Cl)c2)c2ncccc12	8%	-1%	10%	i	-5%	-0.7%	-3.1	4%	-7%
COc1ccc(/C=N/NC(=O)c2cc(C34CC5CC(CC(C5)C3)C4)[nH]n2)cc1OC	11%	0%	4%	i	?	0.3%	0.2	-18%	-7%

By substructure: the compounds so far containing two or more sulfur atoms
SMILES	EPAC2 ag	Mm-Cpn inhibitor	A549 tox	Akt phos inh	TGFb inhibitor	Nrf2 activator	CCT modulator	Nrf2 block	EPAC2 antagonist
CCCC(=O)Oc1ccccc1C1SCc2cc(C)c(C)cc2CS1	2%	3%	-5%	i	-3%	0.6%	2.7	-19%	16%
CCC(CC)c1nnc(NC(=O)CS(=O)(=O)c2ccccc2)s1	7%	0%	-3%	i	4%	-0.1%	1.0	6%	2%

(listing goes on)
SMILES	EPAC2 ag	Mm-Cpn inhibitor	A549 tox	Akt phos inh	TGFb inhibitor	Nrf2 activator	CCT modulator	Nrf2 block	EPAC2 antagonist
CCOC(=O)c1c(NC(=O)COc2cccc(C(F)(F)F)c2)sc2c1CCCCC2	nt	nt	-1%	nt	1%	-0.5%	nt	-1%	nt
CCn1c(=O)[nH]c2cc(C(=O)N3CCN(c4ccccc4)CC3)ccc2c1=O	9%	-1%	12%	i	3%	-0.4%	-0.4	12%	-6%
O=C(CNC(=O)C1COc2ccccc2O1)Nc1ccc(F)c(F)c1 (stereo not given)	-8%	2%	5%	i	-15%	?	0.0	0%	6%
O=C(NC1CCCCC1)c1c2c(nc3ccccc13)CCC2	4%	1%	0%	i	0%	0.2%	0.4	-15%	9%
COc1ccc(OC)c(S(=O)(=O)N2CCN3CCCC3C2)c1 (stereo not given)	1%	0%	0%	i	-4%	0.3%	-3.0	-6%	0%
Cc1ccc(C2(O)CN(c3ccccc3)C3=[N+]2CCS3)cc1 (stereo not given)	5%	-2%	?	i	1%	0.2%	1.4	4%	-7%
Cc1cc(-c2ccc(S(=O)(=O)Nc3ccc(C#N)cc3)s2)on1	18%	-10%	0%	i	-5%	-0.7%	0.0	?	-6%
COc1cc(SSc2cc(OC)cc([N+](=O)[O-])c2N)c(N)c([N+](=O)[O-])c1	-3%	-4%	-8%	i	?	?	1.7	8%	-23%
Cc1c(CNC(=O)c2cnn3c2NC(c2ccc(Br)cc2)CC3C(F)(F)F)cnn1C (stereo not given)	-1%[15.6 µM]	1%	-5%	nt	-16%	2.8%	-1.0	-7%	0%
COC(=O)C1C(c2ccccc2)C=CC(c2ccccc2)C1C(=O)O (stereo not given)	-3%	0%	11%	i	4%	-0.7%	0.8	23%	-4%
COc1cc(C(C)=O)ccc1OCC(=O)NCCCn1nc(C)cc1C	1%	1%	4%	i	0%	-0.3%	-2.8	19%	-4%
Cc1ccccc1NC(=O)CCC(=O)N/N=C/c1cc([N+](=O)[O-])ccc1O	11%	-2%	6%	i	-7%	-0.9%	-2.9	0%	-1%
COc1cc(/C=N/N2CCN(C3c4ccccc4-c4ccccc43)CC2)cc(OC)c1O	1%	4%	-1%	i	-18%	0.6%	-0.3	1%	6%
Cc1nnc(C)c2c(C)n(C(c3ccccc3)c3ccccc3)c(C)c12	7%	-1%	-6%	i	?	-1.1%	-0.9	5%	3%
COc1cccc(NC(=O)COc2ccc(S(=O)(=O)NC(C)C)cc2)c1	-14%	3%	?	i	35%[activator]	-0.3%	-1.1	nt	-3%
O=C1OC[C@@H]2CCCN2C(=O)[C@H](CC(=O)N(CCO)Cc2ccccc2)C/C=C\CC[C@@H]1Cc1ccc(F)cc1	2%	0%	-20%	i	?	-0.2%	1.3	?	-10%
COc1cc(OC)cc(-c2nc3nc(C)c(CCC(=O)Nc4ccc(C)cc4C)c(C)n3n2)c1	nt	nt	-9%	nt	-14%	-1.9%	nt	11%	nt
CCOc1ccc(N2CC(C(=O)Nc3ccccc3N3CCCC3)CC2=O)cc1 (stereo not given)	5%	-3%	4%	i	-9%	-0.4%	0.0	2%	-6%
Cc1ccc(C(=O)Nc2nc(C)c(C(=O)Nc3ccc4c(c3)CCC4)s2)cc1	8%	-3%	-17%	i	11µM*	4.7%	1.8	?	-6%
Cc1nnc(SCC(=O)c2ccc(S(=O)(=O)N3CCOCC3)cc2)n1-c1ccccc1	-4%	-9%	?	i	-17%	0.0%	-3.8	1%	-5%[57.1 µM]
COc1ccc(-c2nnn(CC(=O)N(CC(=O)NCCC(C)C)c3ccccc3)n2)cc1OC	-11%	-1%	0%[1.84 µM]	i	-8%	-0.7%	-0.4	8%	1%
COc1ccc(/C=C/CN2CCC(n3nccc3NC(=O)C3CCCC3)CC2)cc1	2%	-2%	6%	i	-5%	-0.6%	1.5	2%	-4%
O=C(O)C1CC(=O)N(C2CCCCCC2)C1 (stereo not given)	1%	0%	-2%	i	?	-0.4%	-1.6	?	1%
CCc1ccc(/C=C2\SC(=S)N(CCCC(=O)NCCCN3CCOCC3)C2=O)cc1	8%	nt	nt	i	-16%	-4.9%	1.8	nt	0%

Entries of single compounds from above. Values in the order: EPAC2 ag, Mm-Cpn inhibitor, A549 tox, Akt phos inh, TGFb inhibitor, Nrf2 activator, CCT modulator, Nrf2 block, EPAC2 antagonist
Results for `O=C(CNC(=O)C1COc2ccccc2O1)Nc1ccc(F)c(F)c1` (stereo not given) → -8%, 2%, 5%, i, -15%, ?, 0.0, 0%, 6%
Results for `Cc1ccc(C(=O)Nc2nc(C)c(C(=O)Nc3ccc4c(c3)CCC4)s2)cc1` → 8%, -3%, -17%, i, 11µM*, 4.7%, 1.8, ?, -6%
Results for `CCOc1ccc(N2CC(C(=O)Nc3ccccc3N3CCCC3)CC2=O)cc1` (stereo not given) → 5%, -3%, 4%, i, -9%, -0.4%, 0.0, 2%, -6%
Results for `COc1cc(SSc2cc(OC)cc([N+](=O)[O-])c2N)c(N)c([N+](=O)[O-])c1` → -3%, -4%, -8%, i, ?, ?, 1.7, 8%, -23%
Results for `COc1cc(OC)cc(-c2nc3nc(C)c(CCC(=O)Nc4ccc(C)cc4C)c(C)n3n2)c1` → nt, nt, -9%, nt, -14%, -1.9%, nt, 11%, nt

Screens deposited in PubChem by National Center for Advancing Translational Sciences (NCATS).

Not all compounds are listed; rates above refer to the full screens.
